Source: PubChem
RGS7-Gao = human RGS7-Galphao interaction regulation; AID 1439; binding response (% of control), % at 10 µM; P09471; Multiplexed bead flow cytometry, RGS7-Galphao binding; actives lie on both sides; 220,000 compounds, 0.35% hits; in the data active means binding response below about 49% or above about 150%; inconclusive means no clear call, values can overlap the other calls; inactive means in between;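 further: fluorescent Galphao held in activated GDP-AlF4 state binding bead-coupled RGS7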
Target sequence (P09471 whole entry, looked up): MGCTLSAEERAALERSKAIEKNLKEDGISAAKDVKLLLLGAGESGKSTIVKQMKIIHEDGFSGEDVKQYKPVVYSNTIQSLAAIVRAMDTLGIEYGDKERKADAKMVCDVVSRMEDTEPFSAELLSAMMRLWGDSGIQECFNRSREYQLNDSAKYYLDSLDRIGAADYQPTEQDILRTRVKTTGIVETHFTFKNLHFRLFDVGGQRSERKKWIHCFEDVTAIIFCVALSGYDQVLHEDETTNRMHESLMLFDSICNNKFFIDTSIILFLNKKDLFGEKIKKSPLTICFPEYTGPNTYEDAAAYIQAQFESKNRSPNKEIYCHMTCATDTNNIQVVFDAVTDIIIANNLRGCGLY
Bim-Bcl-2 = inhibitors of Bim-Bcl-2 interaction, human; P10415; Bead-based flow cytometry, Bim peptide-Bcl-2 binding; inhibition, % at 10 µM; 190,000 compounds, 0.06% hits; in the data active means inhibition above about 40%; inconclusive means no clear call, values can overlap the other calls;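 further: 0% = no compound wells with probe peptide and 100% = reference peptide inhibitor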
Mcl-1 Bim block = human Bim-Mcl-1 interaction inhibition | 190,000 compounds, 0.1% hits | AID 1009 | Bead-based flow cytometry, Bim peptide-Mcl-1 binding | inhibition, % at 10 µM | Q07820;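 further: 0% = no compound tracer wells and 100% = peptide blocker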
Target sequence (Q07820 whole entry, looked up): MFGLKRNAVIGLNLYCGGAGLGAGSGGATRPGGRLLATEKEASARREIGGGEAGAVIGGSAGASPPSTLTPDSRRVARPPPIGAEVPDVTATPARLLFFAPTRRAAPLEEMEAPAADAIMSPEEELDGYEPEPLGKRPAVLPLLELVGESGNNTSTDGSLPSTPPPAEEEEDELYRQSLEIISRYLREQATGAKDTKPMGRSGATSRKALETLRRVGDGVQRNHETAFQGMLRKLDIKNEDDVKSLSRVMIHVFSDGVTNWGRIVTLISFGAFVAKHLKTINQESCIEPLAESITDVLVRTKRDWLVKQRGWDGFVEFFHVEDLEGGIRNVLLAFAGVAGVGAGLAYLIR
Bim-Bcl-B = disrupts Bim peptide binding to human Bcl-B; Q9HD36; bead-based flow cytometry; inhibition, % at 10 µM; 190,000 compounds, 0.073% hits; AID 951;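 further: 0% = tracer peptide without compound and 100% = reference inhibitor peptide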
Target sequence (Q9HD36 whole entry, looked up): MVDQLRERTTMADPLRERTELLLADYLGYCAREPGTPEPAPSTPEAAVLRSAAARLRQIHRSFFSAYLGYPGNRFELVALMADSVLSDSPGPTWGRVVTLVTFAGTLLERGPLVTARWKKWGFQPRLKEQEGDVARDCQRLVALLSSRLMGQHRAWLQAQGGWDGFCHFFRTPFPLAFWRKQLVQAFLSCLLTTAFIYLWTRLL
RGS4-Gao reg = modulates binding of RGS4 to human Galphao | Multiplexed bead flow cytometry; actives lie on both sides | binding response (% of control), % at 10 µM | 220,000 compounds, 0.33% hits | P09471; in the data active means binding response below about 49% or above about 150%; inactive means in between;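 further: fluorescent Galphao activated with aluminum fluoride binding bead-coupled RGS4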
Bim-Bcl-W = inhibitors of Bim-Bcl-W interaction, human; bead-based flow cytometry, Bim peptide-Bcl-W binding; inhibition, % at 10 µM; 190,000 compounds, 0.02% hits; AID 952;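 further: 0% = bound tracer without compound and 100% = peptide blocker; higher means less fluorescent Bim peptide bound to Bcl-W beads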
GSH bead fluor = GSH bead compound fluorescence profile. GSH beads flow cytometry, compound fluorescence 488/530 nm; active compounds read high. fluorescence (KMESF) at 10 µM. 190,000 compounds, 0.25% hits; in the data active means fluorescence above about 89;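 further: glutathione beads carrying GST-tagged Bcl family fusion proteins plus one bare bead set; values are compound well signal with DMSO vehicle wells as background; inactives centre near 16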
RGS8-Gao reg = regulators of human RGS8-Galphao interaction; 220,000 compounds, 0.34% hits; response (percent of control binding), % at 10 µM; multiplexed bead flow cytometry, RGS8-Galphao binding; actives lie on both sides; in the data active means response below about 60% or above about 140%; inactive means in between;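 further: Galphao activated as the GDP aluminium fluoride complex binding bead-coupled RGS8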
Bim-Bcl-XL = human Bim-Bcl-XL interaction inhibition. Q07817. 190,000 compounds, 0.04% hits. inhibition, % at 10 µM. AID 1007. Bim peptide-Bcl-XL binding, bead flow cytometry, fluorescence
Mcl1-Bid inh = Mcl-1/Bid interaction inhibition | inhibition, % at 21.7 µM | AID 1021 | TR-FRET Mcl-1/Bid-Dy647 peptide binding, 1536-well | 220,000 compounds, 0.97% hits;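 active means compounds that cut the binding signal by more than half at the single screening dose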;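 further: His-tagged Mcl-1 with europium anti-His antibody binding Bid BH3 peptide; 0% = Mcl-1 plus peptide wells and 100% = peptide-only wells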
Bfl-1 Bim block = inhibitors of Bim-Bfl-1 interaction, human | inhibition, % at 10 µM | AID 1008 | 190,000 compounds, 0.12% hits | Bead-based flow cytometry, Bim-Bfl-1 binding inhibition;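 further: 0% = wells without compound plus tracer and 100% = blocker peptide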
Starred values were filed as active, the others as inactive; ? = inconclusive; · = no result given. Unless noted, no stated cut-off is given here; in the data, active means inhibition above about 40%. Outcome played no part in choosing rows; 1.8% or so of the library scored in one or more.

SMILES	RGS7-Gao	Bim-Bcl-2	Mcl-1 Bim block	Bim-Bcl-B	RGS4-Gao reg	Bim-Bcl-W	GSH bead fluor	RGS8-Gao reg	Bim-Bcl-XL	Mcl1-Bid inh	Bfl-1 Bim block
COc1cccc(OC)c1OCCCCN1CCCC1	107	-5	-6	-1	98	-2	15	100	0	31	-3
O=C(NCc1ccc2c(c1)OCO2)C1CCCN(C(=O)c2ccc(Cl)cc2)C1 (stereo not drawn)	98	1	-2	0	100	-2	18	103	-5	-15	-2
C/C(=N/NC(=O)CN1CCN(S(=O)(=O)c2ccc(Br)cc2)CC1)c1cccnc1	108	-1	-8	-5	103	-5	12	107	-10	15	-1
N#C/C(=C\C1CC2C=CC1C2)c1nc2ccccc2[nH]1 (stereo not drawn)	102	-1	-1	-2	100	-1	17	101	-1	-26	0
CCc1ccc(NC(=O)C/C(C)=N/NC(=O)OCc2ccc(OC)cc2)cc1	82	-11	-5	-1	86	-1	14	80	-5	-12	-6
O=C(CSc1ccc(Cl)cc1)N1CCCC1	?	-1	2	0	99	2	11	99	0	-15	0
Cn1c(N)c(C(=O)COC(=O)CCc2ccccc2)c(=O)n(C)c1=O	?	-1	1	0	103	0	19	99	-2	-13	-4
CS(=O)(=O)c1ccc(Cl)c(NC(=O)c2cccc(Br)c2)c1	104	1	0	-4	109	0	7	106	0	-6	1
Cc1cc(CN2C(=O)c3ccccc3C2=O)no1	89	-10	-4	-8	78	-5	11	94	-7	-10	-9
CC(NC(=O)CSc1cccc(C(F)(F)F)c1)c1ccccc1 (stereo not drawn)	104	-3	-3	-3	104	-2	9	104	-5	-17	-4
O=C1c2cccnc2C(=O)N1CNc1ccc(Cl)cc1	?	0	0	-3	96	1	12	98	0	-17	-2
Cc1nonc1OCCn1c([N+](=O)[O-])cnc1C	?	1	0	0	81	2	26	94	0	-10	-3
COc1cccc(Nc2nc3ccccc3nc2NS(=O)(=O)c2cccs2)c1	100	1	-2	1	102	0	14	101	0	13	-2
CCOC(=O)c1sc(N(Cc2ccccc2)C(=O)CSc2ncn[nH]2)nc1C	94	-8	-5	-5	99	0	12	102	-5	-4	-6
Cc1ccccc1NCc1ccccc1O	103	-12	-3	-12	100	-1	25	101	-8	18	-19
CCOc1cc(CNCc2ccncc2)cc(Cl)c1OC	98	-1	-7	-9	95	-6	12	100	-7	5	-2
Cc1c(Br)c([N+](=O)[O-])nn1CC(=O)Nc1nccs1	96	-1	0	-6	82	-5	15	90	-4	-9	-3
COc1ccc(Oc2cn[nH]c2-c2ccc(O)cc2O)cc1	101	12	1	15	100	0	10	101	2	-35	5
COc1ccc(N(CC(O)CN2C(=O)NC(C)(C)C2=O)S(=O)(=O)c2ccc(C)cc2)cc1 (stereo not drawn)	105	-7	0	-6	102	0	32	100	0	-14	-10
Cn1cccc1C(=O)N1CCN(c2cccc(C(F)(F)F)c2)CC1	95	-10	-3	-10	92	-3	25	99	-5	-28	-16
CSCC[C@@H](Nc1nc(-c2ccccc2)nc2c1oc1ccccc12)C(=O)O	101	-10	-2	-6	95	1	12	96	-2	60*	-6
CCOC(=O)c1c(C)[nH]c2ccc(O)cc12	100	0	19	0	101	4	17	103	5	-22	9
CCc1cc2c(=O)c(-c3nc(C)cs3)coc2cc1OC(C)C(=O)NCCO (stereo not drawn)	105	3	-4	-3	108	-2	5	105	-2	0	-2
COc1cccc(-c2nc(Oc3cccc(C)c3C)c3ccccc3n2)c1O	103	-7	-4	-7	101	-4	9	102	-6	52*	-10
CCOC(=O)C(=O)NC(C)c1ccccc1 (stereo not drawn)	102	-2	0	-4	99	0	13	101	0	-12	-6

5 of the compounds above, with two lines to a compound:
Values in the order: RGS7-Gao | Bim-Bcl-2 | Mcl-1 Bim block | Bim-Bcl-B | RGS4-Gao reg | Bim-Bcl-W | GSH bead fluor | RGS8-Gao reg | Bim-Bcl-XL | Mcl1-Bid inh | Bfl-1 Bim block
O=C1c2cccnc2C(=O)N1CNc1ccc(Cl)cc1
  ? | 0 | 0 | -3 | 96 | 1 | 12 | 98 | 0 | -17 | -2
Cc1nonc1OCCn1c([N+](=O)[O-])cnc1C
  ? | 1 | 0 | 0 | 81 | 2 | 26 | 94 | 0 | -10 | -3
COc1cccc(Nc2nc3ccccc3nc2NS(=O)(=O)c2cccs2)c1
  100 | 1 | -2 | 1 | 102 | 0 | 14 | 101 | 0 | 13 | -2
CCOC(=O)c1sc(N(Cc2ccccc2)C(=O)CSc2ncn[nH]2)nc1C
  94 | -8 | -5 | -5 | 99 | 0 | 12 | 102 | -5 | -4 | -6
Cc1ccccc1NCc1ccccc1O
  103 | -12 | -3 | -12 | 100 | -1 | 25 | 101 | -8 | 18 | -19

Going on with the list.
SMILES	RGS7-Gao	Bim-Bcl-2	Mcl-1 Bim block	Bim-Bcl-B	RGS4-Gao reg	Bim-Bcl-W	GSH bead fluor	RGS8-Gao reg	Bim-Bcl-XL	Mcl1-Bid inh	Bfl-1 Bim block
Cc1noc(C)c1S(=O)(=O)N(C)CC(=O)NCc1ccccc1	98	4	0	2	100	2	21	96	1	-27	3
Nc1nc(N2CCCCC2)nc(N(c2ccccc2)c2ccccc2)n1	98	-5	1	-5	103	1	20	99	-4	-13	-7
Cc1cc(NC(=O)CCN2C(=O)/C(=C/c3ccccc3F)SC2=S)no1	96	7	4	0	99	3	10	92	-1	-6	3
CCOC(=O)N1CCN(c2ccc(C(=O)c3cccc(F)c3)cc2)CC1	99	-4	12	-5	99	6	34	103	-3	8	-10
Clc1ccc(SCCOCCN2CCCCC2)cc1	100	-5	-4	-7	101	-6	27	99	-9	17	-2
CC(Sc1cccc2cccc(C(=O)O)c12)C(=O)O (stereo not drawn)	96	-5	0	-6	97	0	35	96	-4	-30	-17
CC(C)(C)NCc1cc(Br)ccc1OC1CCCC1	96	-1	-1	0	95	0	17	101	-2	-6	-6
CCCOc1ccc(-c2nnn(CC(=O)Nc3cccc(C(=O)OC)c3)n2)cc1	103	-2	-2	-5	100	-4	11	99	-7	2	-2
COc1ccc(N2C(=O)c3ccccc3NC2c2ccc(OC)c(CSc3ccccn3)c2)cc1 (stereo not drawn)	91	-4	-4	0	91	-4	14	95	-1	-1	1
O=C(NCc1ccc(F)cc1)Nc1ccc(Cl)cc1	97	-2	-1	-3	97	0	16	97	-1	12	-3
O=c1cc(C(F)(F)F)oc2c1ccc1ccccc12	100	4	6	2	96	1	27	99	0	6	1
CC(C(=O)Nc1nccs1)c1ccc([N+](=O)[O-])cc1 (stereo not drawn)	100	-2	0	-1	106	-2	14	101	2	-7	-3
CC(C)NS(=O)(=O)c1ccc(OCC(=O)Nc2ccccc2F)cc1	96	-4	1	-4	98	0	23	97	-6	5	-13
CCN(CC)c1ccc(/C=C(\C#N)C(=O)NCc2ccccc2)cc1	102	1	0	-5	102	1	8	97	0	-37	0
Cc1c(NC(=O)c2cc(-c3ccc(Cl)s3)nc3ccccc23)c(=O)n(-c2ccccc2)n1C	98	-10	-3	-8	99	0	23	100	-8	1	-16
COc1ccc(NS(=O)(=O)c2cc(NC(=O)c3nc4nc(C)cc(C)n4n3)ccc2C)cc1	?	-1	-2	-5	100	-1	15	100	1	-16	-7
O=C(O)CCC(=O)Nc1ccc(N2CCCCCC2)cc1	99	-4	-1	-15	99	1	34	105	0	9	-3
COc1ccc(C(=O)CSc2nnc(CN3CCCCC3)n2-c2ccc(Cl)cc2)cc1OC	100	0	-4	-7	100	-2	9	104	-4	-26	0
CCn1c(C)nc2cc(C(=O)N/N=C/c3ccc(N4CCOCC4)cc3)ccc21	?	-3	-1	-4	98	0	14	99	0	-51	-4
CSCCC(C(=O)NC1=NCCS1)N1C(=O)c2ccccc2C1=O (stereo not drawn)	102	-8	-5	-8	102	-2	24	101	-7	-25	-14
O=C(Nn1cnnc1)c1ccc(F)c(S(=O)(=O)N2CCCCC2)c1	100	0	5	-2	101	4	26	102	2	-25	-5
O=C(C1CCC(=O)N1Cc1cccnc1)N1CCN(c2ccc(F)cc2)CC1 (stereo not drawn)	89	-5	2	-6	92	1	24	94	-1	-30	-11
COC(=O)[C@H](CCSC)NC(=O)NCCc1ccccc1F	95	-10	-2	-7	103	0	13	98	-4	-26	-11
COc1ccc(-[n+]2c(C)cc(/C=C3\Sc4ccccc4N3C)cc2C)cc1	105	3	5	-1	108	3	10	99	0	-18	1
COCc1nnc(NC(=O)CSc2ccccc2)s1	102	-14	-9	-13	104	-2	27	101	-9	-17	-21

Remaining list, next part.
SMILES	RGS7-Gao	Bim-Bcl-2	Mcl-1 Bim block	Bim-Bcl-B	RGS4-Gao reg	Bim-Bcl-W	GSH bead fluor	RGS8-Gao reg	Bim-Bcl-XL	Mcl1-Bid inh	Bfl-1 Bim block
C=C(C)CSc1nc2c(c(=O)[nH]c(=O)n2C)n1CCC(C)C	100	1	0	0	101	0	11	101	-2	-13	-5
O=C1C(=Cc2cccs2)C(=O)c2ccccc21	95	11	7	10	97	5	5	97	10	-19	15
O=C(COc1ccccc1[N+](=O)[O-])N/N=C/c1ccc(O)c([N+](=O)[O-])c1	?	0	0	0	96	0	12	97	0	-9	-2
COc1ccccc1-c1nnc(N)s1	108	-2	-2	-7	101	-4	20	103	-4	-11	-5
COCCNC(=O)C1CC(c2ccccc2[N+](=O)[O-])=NO1 (stereo not drawn)	·	-1	-2	1	·	3	14	·	0	5	1
CC(=NCCc1ccccc1)C1=C(O)C(c2ccccc2)OC1=O (stereo not drawn)	?	-4	-1	-6	92	-1	19	95	-5	-20	-5
Cc1ccc(-n2c(-c3cccnc3)n[nH]c2=S)c(C)c1	103	-14	-6	-17	102	-5	35	101	-9	-5	-14
Cc1noc(C)c1C(=O)NC(C)c1ccc2c(c1)OCO2 (stereo not drawn)	94	-4	2	-5	93	0	31	95	-2	-6	-9
CCOc1cc2[nH]c(=O)n(CC3CCC(C(=O)NCCCOC)CC3)c(=O)c2cc1OCC (stereo not drawn)	100	-4	5	-1	101	1	11	103	8	9	-11
COC(=O)c1nn(-c2ccccc2)c(=O)cc1Oc1ccccc1	97	-3	-4	-4	99	-6	27	101	-1	-11	-3
CCN(CC)c1nc(-c2cccc(OC)c2O)nc2ccccc12	100	-12	-2	-8	101	2	14	100	0	-15	-8
COc1ccc(Nc2c(-c3ccc(C)cc3)nc3cnccn23)cc1	96	0	0	-6	99	1	27	98	-4	-47	-1
CC(CCc1ccccc1)NC(=O)COc1cc(F)ccc1[N+](=O)[O-] (stereo not drawn)	92	-2	-1	-4	96	2	17	98	-1	1	-7
O=C(Nc1ccc2c(c1)OCCO2)c1ccc2ccccc2n1	82	-2	0	-5	100	-2	8	100	0	-11	-4
CCOC(=O)C1=C(Cn2cnc3ccccc32)NC(=O)NC1c1ccc(OC)cc1 (stereo not drawn)	101	-10	1	-6	106	0	32	103	3	7	-10
CN(CC(=O)Nc1ccc2c(c1)OCCO2)S(=O)(=O)c1cccc2cccnc12	101	2	5	5	103	0	24	118	3	-2	-1
Cn1cc([N+](=O)[O-])c(C(=O)Nc2ccc(-c3nc4ccccc4[nH]3)cc2)n1	110	-10	4	9	116	-1	11	97	1	26	1
CCOC(=O)c1sc(NC(=O)CSc2nnc(-c3ccco3)n2CC)c(C(=O)OCC)c1C	94	-5	-3	-7	99	-3	14	101	-7	6	-5
Cc1cc(=O)oc(C)c1C(=O)NCCc1ccc(F)cc1	101	0	-1	0	104	0	9	102	0	-17	0
Cc1cccn2c(=O)c3cc(C(=O)NC(C)C)c(=N)n(Cc4ccncc4)c3nc12	93	0	-3	-2	91	0	27	97	-3	-7	-3
